PME-1 primary – PME-1 (human) inhibition | Q9Y570 | recombinant PME-1, FP-Rh probe fluorescence polarization | inhibition, % at 5.9 µM | 320,000 tested, 0.53% active;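 active = inhibition above the campaign mean of all compounds plus 3 SD, cut at about 26% in these data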;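 also: competitive labeling of PME-1 active site by serine hydrolase directed probe; 0% = PME-1 with DMSO and 100% = wells lacking PME-1 enzyme; inhibitors block probe labeling so polarization falls and inhibition rises; many of its hits are not listed in these tables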
pPAFAH FP inh – inhibitors of human plasma PAF acetylhydrolase (pPAFAH). Q13093. recombinant pPAFAH, FP-rhodamine probe fluorescence polarization. inhibition, % at 3.39 µM. 330,000 tested, 1.5% active;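 active = inhibition above the mean inhibition across the screen plus 3 SD, cut at about 25% in these data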;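 also: inhibitors block binding of the rhodamine activity-based probe so polarization drops; 0% = enzyme with DMSO and 100% = wells lacking pPAFAH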
PAFAH1B2 inh – PAFAH1B2 (human) inhibition. 340,000 tested, 1.2% active. recombinant PAFAH1B2, FP-rhodamine activity probe, fluorescence polarization. AID 492953. inhibition, % at 3.39 µM. P68402;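 active = inhibition above the mean of all tested compounds plus 3 SD, cut at about 24% in these data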;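 also: 0% = enzyme with DMSO and 100% = wells lacking PAFAH1B2; many of its hits are not listed in these tables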
Target sequence (P68402 whole entry, looked up): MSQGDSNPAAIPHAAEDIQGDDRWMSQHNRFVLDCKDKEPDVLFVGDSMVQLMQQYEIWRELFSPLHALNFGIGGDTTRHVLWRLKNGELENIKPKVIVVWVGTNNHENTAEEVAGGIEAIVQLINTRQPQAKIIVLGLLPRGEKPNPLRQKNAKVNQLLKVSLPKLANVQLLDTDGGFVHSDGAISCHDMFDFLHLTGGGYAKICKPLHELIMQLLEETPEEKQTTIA
PAFAH2 inh – PAFAH2 (human) inhibition; recombinant PAFAH2, FP-rhodamine activity probe, fluorescence polarization; Q99487; inhibition, % at 3.39 µM; AID 492956; 340,000 tested, 0.99% active;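 active = inhibition above the mean over all tested compounds plus 3 SD, cut at about 30% in these data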;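 also: inhibitors block probe labeling of enzyme so polarization drops; 0% = enzyme with DMSO and 100% = wells lacking PAFAH2 protein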
PAFAH1B3 inh – PAFAH1B3 (human) inhibition; recombinant PAFAH1B3, FP-rhodamine probe, fluorescence polarization; 340,000 tested, 0.28% active; AID 492972; inhibition, % at 3.39 µM;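 active = inhibition above the screen-wide average of all tested compounds plus 3 SD, cut at about 25% in these data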;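 also: 0% = enzyme with DMSO only and 100% = wells lacking PAFAH1B3 protein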
Target sequence (Q15102 whole entry, looked up): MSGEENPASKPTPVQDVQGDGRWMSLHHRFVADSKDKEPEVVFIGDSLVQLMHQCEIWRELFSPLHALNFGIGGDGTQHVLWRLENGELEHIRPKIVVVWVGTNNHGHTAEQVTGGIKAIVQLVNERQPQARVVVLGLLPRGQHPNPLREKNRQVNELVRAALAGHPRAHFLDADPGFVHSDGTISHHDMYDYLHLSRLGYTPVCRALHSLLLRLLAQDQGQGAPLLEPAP
GSTO1 counter – blocks human GSTO1 in RBBP9 counter-screen. inhibition, % at 5.96 µM. recombinant GSTO1, activity-based probe fluorescence polarization. 300,000 tested, 1.1% active. P78417;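 active = inhibition above the campaign mean inhibition plus 3 SD, cut at about 35% in these data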;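 also: 0% = GSTO1-1 with DMSO and 100% = wells lacking GSTO1-1 enzyme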
Target sequence (P78417 whole entry, looked up): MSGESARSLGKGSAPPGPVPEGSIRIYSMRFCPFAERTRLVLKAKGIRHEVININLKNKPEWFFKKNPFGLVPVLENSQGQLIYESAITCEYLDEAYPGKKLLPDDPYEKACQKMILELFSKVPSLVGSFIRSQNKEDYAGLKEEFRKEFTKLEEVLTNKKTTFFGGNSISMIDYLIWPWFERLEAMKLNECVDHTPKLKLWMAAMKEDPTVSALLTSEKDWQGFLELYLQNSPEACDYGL
PAD4 inh – inhibitors of human PAD4. inhibition, % at 6.36 µM. AID 485272. recombinant PAD4, RCA probe fluorescence polarization. Q9UM07. 330,000 tested, 0.41% active;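 active = percent inhibition above a cutoff equal to the mean of all tested compounds plus 3 SD, cut at about 15% in these data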;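 also: 0% = PAD4 with RCA probe and DMSO and 100% = probe without PAD4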
Fam108B counter – counter-screen for RBBP9 inhibitors: inhibitors of mouse Fam108B. recombinant Fam108B, FP-Rh probe fluorescence polarization. inhibition, % at 9.51 µM. 300,000 tested, 0.33% active. AID 1947;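 active = inhibition above the screen mean inhibition plus 3 SD, computed separately per campaign, cut at about 18% in these data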;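 also: inhibitors lower polarization as less probe binds the enzyme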
LYPLA1 counter – counter-screen for PME1 inhibitors: inhibitors of human LYPLA1. O75608. recombinant LYPLA1, FP-Rh probe fluorescence polarization. inhibition, % at 5.9 µM. 320,000 tested, 0.16% active;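 active = inhibition above the mean of all tested compounds plus 3 SD, set per campaign, cut at about 14% in these data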;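 also: inhibitors block serine hydrolase probe labeling of LYPLA1 so polarization falls; 0% = enzyme with DMSO and 100% = wells lacking LYPLA1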
Target sequence (O75608 whole entry, looked up): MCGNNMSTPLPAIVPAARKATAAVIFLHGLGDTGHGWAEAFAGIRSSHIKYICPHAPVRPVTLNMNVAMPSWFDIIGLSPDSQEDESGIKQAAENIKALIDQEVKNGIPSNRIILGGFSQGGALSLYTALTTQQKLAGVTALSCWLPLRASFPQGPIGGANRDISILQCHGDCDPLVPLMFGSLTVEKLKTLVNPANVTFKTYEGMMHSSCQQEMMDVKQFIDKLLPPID
Active calls of the source: *; . = not tested or not shown. The list is partial; the hit share may differ from the screen's.

SMILES	PME-1 primary	pPAFAH FP inh	PAFAH1B2 inh	PAFAH2 inh	PAFAH1B3 inh	GSTO1 counter	PAD4 inh	Fam108B counter	LYPLA1 counter
CCOC(=O)c1cc([N+](=O)[O-])sc1N	0	10	1	-1	6	-3	-1	3	2
Cc1ccc(CN2C(=O)CCC2C(=O)N2CCN(c3ccc(F)cc3)CC2)cc1 (centres undefined)	3	-2	6	5	12	-2	3	13	4
C[C@H](NC(=O)c1ccco1)C(=O)Nc1ccc2c(c1)OCO2	-3	0	4	0	-2	-3	-2	1	-3
O=C(CSc1ncnc2scc(-c3ccccc3)c12)Nc1ccc(C(=O)O)cc1	-2	15	11	-1	7	-5	1	0	-4
Cc1ccc(N(CC(=O)N2CCc3ccccc3C2)S(C)(=O)=O)cc1	0	4	1	0	9	4	4	1	3
COc1cc(C#N)ccc1OC(=O)Cc1cc(OC)c(OC)c(OC)c1	6	-1	5	-6	8	6	-4	4	0
COc1ccc2c(c1)/C(=N/OC(=O)c1cccs1)CCC2	3	10	8	13	1	1	-4	4	-1
O=C(CN1C(=O)c2ccccc2S1(=O)=O)N1CCN(c2cccc(Cl)c2)CC1	-1	1	10	-3	6	10	0	5	-1
CCn1ccc(C(=O)Nc2ccc(N(C)C(C)=O)cc2)n1	-4	3	1	4	8	5	-3	0	-1
COC(=O)c1sc2ncn(N)c(=O)c2c1C	2	-3	.	.	.	9	2	1	-4
COc1ccc(C2NCCc3c2[nH]c2ccccc32)cc1COc1ccc(F)cc1 (centres undefined)	3	6	1	-12	9	3	-1	1	-1
CN(C)C(=O)c1c(-c2ccccc2)oc2ccc(O)cc12	-2	2	4	0	5	6	2	-1	2
O=C(O)c1cc(NC(=O)c2ccccc2[N+](=O)[O-])ccc1O	0	0	2	0	1	6	2	5	2
Nc1ccc(CC2SC(=O)NC2=O)cc1 (centres undefined)	0	-2	4	2	8	3	3	0	-4
O=C(CCC1CCCN(C(=O)c2ccco2)C1)NCc1ccccc1F (centres undefined)	6	-2	-4	7	12	-1	-8	-2	-4
COC(=O)c1ccc(CSc2nc3ccccc3c(=O)n2C)o1	5	5	0	-1	1	-3	0	2	-3
CC(NC(=O)C(NC(=O)C(Cc1c[nH]c2ccccc12)NC(=O)OC(C)(C)C)C(C)C)C(N)=O (centres undefined)	-2	-2	2	9	3	-10	-2	4	-1
NC(=O)c1ccccc1NC(=O)CCn1c(=S)oc2ccccc21	7	10	11	3	-4	3	3	7	3
CCc1ccc2nc(N(CCN(C)C)C(=O)/C=C/c3cccs3)sc2c1	1	8	4	-22	3	-2	-5	1	-4
CC(C)Sc1nnc(SCC(=O)NCCCN2CCCC2=O)s1	0	2	-2	0	8	.	0	.	1

A portion of the results above, as a working copy:
SMILES	PME-1 primary	pPAFAH FP inh	PAFAH1B2 inh	PAFAH2 inh	PAFAH1B3 inh	GSTO1 counter	PAD4 inh	Fam108B counter	LYPLA1 counter
COC(=O)c1sc2ncn(N)c(=O)c2c1C	2	-3	.	.	.	9	2	1	-4
COc1ccc(C2NCCc3c2[nH]c2ccccc32)cc1COc1ccc(F)cc1 (centres undefined)	3	6	1	-12	9	3	-1	1	-1
CN(C)C(=O)c1c(-c2ccccc2)oc2ccc(O)cc12	-2	2	4	0	5	6	2	-1	2
O=C(O)c1cc(NC(=O)c2ccccc2[N+](=O)[O-])ccc1O	0	0	2	0	1	6	2	5	2
Nc1ccc(CC2SC(=O)NC2=O)cc1 (centres undefined)	0	-2	4	2	8	3	3	0	-4
O=C(CCC1CCCN(C(=O)c2ccco2)C1)NCc1ccccc1F (centres undefined)	6	-2	-4	7	12	-1	-8	-2	-4
COC(=O)c1ccc(CSc2nc3ccccc3c(=O)n2C)o1	5	5	0	-1	1	-3	0	2	-3
CC(NC(=O)C(NC(=O)C(Cc1c[nH]c2ccccc12)NC(=O)OC(C)(C)C)C(C)C)C(N)=O (centres undefined)	-2	-2	2	9	3	-10	-2	4	-1
NC(=O)c1ccccc1NC(=O)CCn1c(=S)oc2ccccc21	7	10	11	3	-4	3	3	7	3
CCc1ccc2nc(N(CCN(C)C)C(=O)/C=C/c3cccs3)sc2c1	1	8	4	-22	3	-2	-5	1	-4
CC(C)Sc1nnc(SCC(=O)NCCCN2CCCC2=O)s1	0	2	-2	0	8	.	0	.	1

The listing picks up with the two entries that preceded the break.
SMILES	PME-1 primary	pPAFAH FP inh	PAFAH1B2 inh	PAFAH2 inh	PAFAH1B3 inh	GSTO1 counter	PAD4 inh	Fam108B counter	LYPLA1 counter
CCc1ccc2nc(N(CCN(C)C)C(=O)/C=C/c3cccs3)sc2c1	1	8	4	-22	3	-2	-5	1	-4
CC(C)Sc1nnc(SCC(=O)NCCCN2CCCC2=O)s1	0	2	-2	0	8	.	0	.	1
CC(=O)OCCCN(C)CC/C=C1/c2ccccc2CSc2ccccc21	4	-1	4	-2	1	-3	0	1	9
c1ccc(Nc2nc(CSc3ncn[nH]3)cs2)cc1	2	8	2	3	4	-7	-2	-2	3
CC1CC(=O)N(C)c2cc([N+](=O)[O-])ccc2N1 (centres undefined)	9	4	2	5	0	5	-1	8	0
COC(=O)c1cc(NC(=O)Cn2c(=O)oc3ccccc32)cc(C(=O)OC)c1	-3	0	-3	1	-1	4	3	-3	-10
CCn1c(SCC(=O)Nc2cc(C)on2)nc2c1c(=O)n(C)c(=O)n2C	-2	3	4	-4	-2	4	0	3	-2
O=C(COc1ccc(S(=O)(=O)N2CCOCC2)cc1Cl)NCCCn1ccnc1	0	1	2	2	1	-1	2	-5	3
Cc1c(C(=O)N2CCN(CCc3ccccn3)CC2)oc2ccc(F)cc12	4	5	2	0	6	4	-2	5	6
CN(CC(=O)NCCc1ccc(S(N)(=O)=O)cc1)S(=O)(=O)c1cccc2nsnc12	-1	-7	3	-7	10	-10	-6	-3	2
COC(=O)CCCC1=CC2=CC(=O)C(C)(OC(=O)c3cccs3)C(=O)C2=CN1Cc1ccco1 (centres undefined)	-4	1	2	9	7	18	-5	5	0
CCOc1ccc(N(Cc2ccc(OC)c(OC)c2)C(=O)c2ccco2)cc1	4	1	-4	2	2	-1	-4	-2	-1
O=C(CCCOc1ccccc1)NCCc1nc2ccccc2[nH]1	-2	-2	14	-1	5	6	8	1	6
O=C(COc1ccc(F)cc1Br)NCC1(N2CCCCC2)CCCCC1	.	0	-1	-4	7	.	6	.	.
c1ccc(-c2cc(-c3nnc4sc(-c5ccccn5)nn34)[nH]n2)cc1	-169	-5	-3	3	1	-4	-22	-4	-7
CCOC(=O)c1ccc(NC(=O)CCc2nc(-c3ccccc3)no2)cc1	-13	-3	2	-6	5	-10	-4	-3	-11
CC1=CC(=O)N(c2ccn(C)n2)C1=O	1	6	7	2	2	-2	2	-2	0
COC(=O)C(NC(=O)c1ccccc1)=C(C)C	-3	4	2	3	0	0	3	-3	2
Cc1ccc(-c2ccc(/C=N/NC(=O)Cc3nnc(N)s3)o2)cc1Cl	2	24	-1	55*	6	3	-4	3	-2
CC(C)c1ccc(NC2CCCN(C(=O)c3ccc(Cn4cnnn4)cc3)C2)cc1 (centres undefined)	2	3	7	8	5	0	2	7	3
N#Cc1c2c(c(=S)n(-c3ccccc3)c1N)CCCC2	2	3	6	-2	-2	2	2	1	2
CC1CC2=C(C(=O)O1)C(c1ccc(Cl)cc1)Nc1ccccc1N2 (centres undefined)	2	-3	5	-14	9	-3	2	-2	-1
COc1ccccc1N(CC1CO1)S(=O)(=O)c1ccccc1 (centres undefined)	0	3	6	0	9	85*	-1	-2	1
Cc1ccc2c(COC(=O)CNC(=O)c3ccco3)cc(=O)oc2c1C	.	4	6	2	7	.	-3	.	.
O=C(Oc1ccccc1)c1ccc(COC(=O)c2cnccn2)cc1	0	4	0	8	0	7	4	3	-1
CC1(c2ccccc2)NC(=O)N(CC(=O)Nc2ccc(S(=O)(=O)Nc3ncccn3)cc2)C1=O (centres undefined)	-3	1	1	-1	6	-1	2	0	0
COC(=O)c1cc(OC)c(OC)cc1NC(=O)c1csc(C)c1	3	2	-2	-6	-2	-2	2	-3	-3
Cc1cccc(N(Cc2cc3ccc(C)cc3[nH]c2=O)S(=O)(=O)c2ccccc2)c1	-12	5	4	1	2	-10	-1	-11	-15
O=C(NCc1ccco1)C12CC3CC(CC(C3)C1)C2	-7	-3	8	-1	4	-6	0	-6	0
COc1cc(Nc2ccccc2Cl)c([N+](=O)[O-])nc1[N+](=O)[O-]	-10	1	1	1	-6	8	-1	2	2
Cc1nn(Cc2ccccc2)c(C)c1NC(=O)CSc1nc(C2CC2)nc2c1cnn2-c1ccccc1	0	2	3	2	6	-4	5	-3	3
Cc1noc(C)c1S(=O)(=O)N1CCCCC1	-1	4	4	-5	0	-2	5	-5	2
CCCCN1C(=N)N([C@@H](CCC)CN2CCC[C@H]2CN2C(N)=NC[C@H]2CC(C)C)C[C@H]1Cc1ccccc1	.	0	-4	5	-2	.	2	.	.
Cc1cc(=O)oc(C)c1C(=O)Nc1cccc2nonc12	-1	2	2	9	1	2	-6	0	5
COCc1cc(N2CCOCC2)nc(SCc2ccc(Cl)cc2)n1	-1	2	13	-3	-1	10	-9	2	-7
Cc1ccc(C(=O)CSc2nnc(-c3ccccc3N)n2C)cc1	0	2	6	5	6	23	2	-7	3
O=C(Nc1ccc(Br)cc1)c1cnccn1	-3	7	-2	-5	-1	0	-5	0	2
Cn1ccnc1SCC(=O)Nc1ccc(Cl)cn1	4	3	6	-8	2	4	2	3	-1
CC(C)c1nc2oc3ccccc3c(=O)c2c(=O)n1-c1ccccc1	-3	0	4	1	16	-4	1	-2	-1
CCOc1ccc(S(=O)(=O)Nc2cccc(N(C)S(C)(=O)=O)c2)cc1	5	3	4	2	6	6	1	10	0
Cc1cc(C)cc(N=c2c([N+](=O)[O-])nn(-c3ccc(Cl)cc3)n2O)c1	6	7	-1	-2	1	4	-2	0	-3
CCOC(=O)N1CCN(C(=O)CSc2nnc(-c3cccc(OC)c3)o2)CC1	-7	1	5	3	10	4	2	9	1
CSCCC(NC(=O)c1ccccc1)C(=O)Nc1ccncc1 (centres undefined)	-5	-1	-3	-5	1	.	0	.	1
O=C(COc1ccc(Br)cc1)OCC(=O)N1CCOCC1	.	6	8	18	6	.	1	.	.
Oc1cc2ccccc2cc1-c1nnc2n1-c1ccccc1SC2	14	-3	2	4	5	6	-5	3	3
COc1cccc(C(C(=O)NCc2ccco2)N(C(=O)Cn2nnc3ccccc32)C2CC2)c1OC (centres undefined)	-3	-3	0	4	7	1	-4	-1	-1
COc1ccccc1N1CCN(S(=O)(=O)c2cccc3nsnc23)CC1	12	-2	0	4	-4	9	-5	1	-2
COc1ccc(CCNC(=O)CSc2nc3ncccc3[nH]2)c(OC)c1	-1	6	3	5	7	1	-3	1	-1
O=C(NCC(c1ccc(F)cc1)N1CCOCC1)c1cc(F)c(F)c(F)c1F (centres undefined)	4	3	-3	-6	-3	6	-5	2	-4
